# Screening data (PubChem BioAssay)
# Apaf-1 inh: inhibitors of human Apaf-1 apoptosome. O14727. reconstituted apoptosome caspase-3 activity, DEVD-Rh110 fluorescence. inhibition, % at 20 µM. 330,000 compounds, 0.71% hits; active means inhibition of at least 40% at 20 µM;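 further: plate controls were DMSO wells for no effect and DEVD-CHO caspase inhibitor wells for full effect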
#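 System – cell-free apoptosome with Apaf-1, procaspase-3 and caspase-9 · Buffer or medium – pH 7.5 Hepes buffer with CHAPS, BSA, DTT · Also added – cytochrome c with DEVD-Rh110 · Times – 30 min compound preincubation, 50 min activation, room temperature · Technique – Rh110 fluorescence intensity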
# A3G deaminase: APOBEC3G (human) deaminase inhibition; 330,000 compounds, 0.28% hits; recombinant A3G, ssDNA deamination FAM/TAMRA fluorescence; inhibition, % at 20 µM;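 active means inhibition of at least 40% at 20 µM, with no more than 30% in the related APOBEC3A deaminase screen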;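 further: plate controls were DMSO wells with A3G for no effect and wells lacking A3G enzyme for full effect; some compounds called inactive have numbers as strong as hits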
# Target sequence (Q9HC16 whole entry, looked up): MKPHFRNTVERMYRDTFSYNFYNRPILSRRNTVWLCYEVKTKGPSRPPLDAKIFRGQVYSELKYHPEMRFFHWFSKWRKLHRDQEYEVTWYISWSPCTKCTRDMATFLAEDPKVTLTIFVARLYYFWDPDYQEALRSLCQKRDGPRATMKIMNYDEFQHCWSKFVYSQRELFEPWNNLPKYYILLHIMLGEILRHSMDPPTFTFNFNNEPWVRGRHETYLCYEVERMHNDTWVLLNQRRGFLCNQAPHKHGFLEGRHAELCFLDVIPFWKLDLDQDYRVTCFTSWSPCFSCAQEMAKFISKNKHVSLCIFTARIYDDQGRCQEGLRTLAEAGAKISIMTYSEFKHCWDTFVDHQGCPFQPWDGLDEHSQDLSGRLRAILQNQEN
# SENP1 inh: inhibitors of human SENP1 SUMO protease catalytic domain; inhibition, % at 10 µM; 360,000 compounds, 0.21% hits; recombinant SENP1 catalytic domain, CyPet-SUMO1-YPet FRET cleavage; Q9P0U3; AID 624204;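 active means inhibition at least 30% at 10 µM, raw YFP signal under a set limit, fluorescence ratio 0.5 to 1.5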;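 further: 0% = enzyme with DMSO and 100% = no enzyme wells; some results filed as inactive read as strong as hits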
# Target sequence (Q9P0U3 419-644 limits assumed): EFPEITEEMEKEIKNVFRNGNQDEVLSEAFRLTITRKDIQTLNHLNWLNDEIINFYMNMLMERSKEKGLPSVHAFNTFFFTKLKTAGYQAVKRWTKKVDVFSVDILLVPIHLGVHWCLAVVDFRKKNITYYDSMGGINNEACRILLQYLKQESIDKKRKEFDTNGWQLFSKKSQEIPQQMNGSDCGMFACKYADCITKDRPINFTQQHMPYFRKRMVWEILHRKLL
#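 Test system: recombinant human SENP1 catalytic domain, His6-tagged / Medium: pH 8 Tris buffer with EDTA, NaCl, BME, BSA, NP40, catalase / Also added: SUMO1 FRET substrate flanked by Cypet and Ypet, 25 nM / Times: 50 min reaction at room temperature / Signal: FRET, CFP and YFP emission / Control set: no-enzyme low control and enzyme-plus-DMSO high control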
# SENP8 block-1: SENP8 (human) protease inhibition; recombinant SENP8, Nedd8 substrate fluorescence; Q96LD8; AID 602440; 360,000 compounds, 0.64% hits; inhibition, % at 20 µM; in the data active means inhibition mostly above about 40%, no sharp cut-off; inactive means mostly below about 27%
# SENP7 inh: inhibitors of human SENP7 protease. recombinant SENP7, Z-RLRGG-aminoluciferin luminescence, 40 min. inhibition, % at 5 µM. 330,000 compounds, 1.5% hits;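 active means inhibition above about 50% at the single test dose, limit read from the data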;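 further: plate controls were DMSO with enzyme for no effect and no enzyme buffer wells for full effect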
# Target sequence (Q9BQF6 706-1050 limits assumed): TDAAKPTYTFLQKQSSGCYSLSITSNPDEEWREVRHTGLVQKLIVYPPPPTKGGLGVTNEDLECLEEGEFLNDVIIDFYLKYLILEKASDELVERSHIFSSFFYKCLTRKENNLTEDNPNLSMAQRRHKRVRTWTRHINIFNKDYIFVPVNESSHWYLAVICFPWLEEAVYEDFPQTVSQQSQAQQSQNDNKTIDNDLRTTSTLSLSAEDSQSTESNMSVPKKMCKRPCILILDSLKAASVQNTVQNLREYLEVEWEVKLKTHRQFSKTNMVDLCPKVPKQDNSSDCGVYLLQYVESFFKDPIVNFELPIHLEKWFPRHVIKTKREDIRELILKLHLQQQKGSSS
# UBC13 inh: blocks human UBC13 polyubiquitin chain formation | P61088 | TR-FRET | inhibition, % at 20 µM | 330,000 compounds, 0.47% hits | AID 485273; in the data active means inhibition above about 45%, passing the limit was not always enough
# SENP8 block-2: SENP8 protease inhibition; inhibition, % at 10 µM; 330,000 compounds, 1.2% hits; AID 2540; purified SENP8, Z-RLRGG-aminoluciferin cleavage, luminescence; in the data active means inhibition above about 50%
# SENP6 inh: SENP6 protease inhibition. AID 2599. Q9GZR1. Recombinant SENP6 catalytic domain, aminoluciferin luminescence. 330,000 compounds, 1.8% hits. inhibition, % at 10 µM;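 active means inhibition above about 50% at the single tested dose, limit read from the data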;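 further: plate controls were DMSO wells with enzyme for no effect and DMSO wells lacking enzyme for full effect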
# * = called active by the depositor; i = inactive; . = no result given. Rows were taken by chance; overall some 3.6% were active at least once.
SMILES,Apaf-1 inh,A3G deaminase,SENP1 inh,SENP8 block-1,SENP7 inh,UBC13 inh,SENP8 block-2,SENP6 inh
CCOC(=O)C(NC(C)=O)C(=O)Nc1ccc(OC)cc1 (stereo not drawn),-12.7,-5.9,0.6,18.2,7.3,0.7,-0.9,4.3
COc1ccccc1COC(=O)c1cccc(S(=O)(=O)N2CCCC2)c1,19.8,-6.0,-0.4,4.7,-5.7,-1.7,1.7,-7.0
CCCN=Cc1ccc(O)cc1,-10.8,-1.9,2.2,2.2,0.6,0.2,0.3,-10.5
O=C(CCc1nc2ccccc2c(=O)[nH]1)NCC(=O)Nc1ccc(F)c(F)c1,0.0,-8.0,-23.2,4.5,13.2,5.1,-0.6,-5.6
c1ccc(-c2ccc(-c3ccccn3)nn2)nc1,2.6,11.4,.,.,89.1*,-1.8,70.5*,83.3*
CN(Cc1ccccc1)C(=O)c1cccc(N2C(=O)NC3CC2(C)Oc2ccccc23)c1 (stereo not drawn),9.9,-7.6,0.3,13.3,-9.1,-11.0,-1.6,-19.3
COc1ccc(/C=N/N=C2\SC(CC(=O)O)C(=O)N2c2ccccc2)cc1 (stereo not drawn),1.4,-0.9,2.6,14.6,6.0,5.1,-5.6,7.2
COc1ccc(-n2nc(C(=O)NCC(=O)NCC3COc4ccccc4O3)c3ccccc3c2=O)cc1 (stereo not drawn),6.4,-4.9,2.0,-348.5,-7.3,-0.9,-7.3,-4.7
CC(=O)Nc1ccccc1NS(=O)(=O)c1ccccc1[N+](=O)[O-],1.0,-5.2,-0.5,12.3,-3.2,9.6,-1.7,-12.2
COCC(=O)N1CCN(c2cccc(C(F)(F)F)c2)CC1,2.8,-4.9,0.4,11.9,-7.6,-4.2,-11.9,-5.9
CCOC(=O)C1CCCN(C(=O)CCCn2c(=O)c3cccn3c3cccnc32)C1 (stereo not drawn),12.2,3.4,-2.4,-15.5,-15.2,-13.9,-6.4,-6.7
Cc1cccc(C(=O)O/N=C(\N)Cc2cccc3ccccc23)c1,12.7,-1.7,0.8,1.2,17.5,-134.9,-9.4,-9.1

# The list goes on; it opens with the six that closed the last part.
SMILES,Apaf-1 inh,A3G deaminase,SENP1 inh,SENP8 block-1,SENP7 inh,UBC13 inh,SENP8 block-2,SENP6 inh
COc1ccc(/C=N/N=C2\SC(CC(=O)O)C(=O)N2c2ccccc2)cc1 (stereo not drawn),1.4,-0.9,2.6,14.6,6.0,5.1,-5.6,7.2
COc1ccc(-n2nc(C(=O)NCC(=O)NCC3COc4ccccc4O3)c3ccccc3c2=O)cc1 (stereo not drawn),6.4,-4.9,2.0,-348.5,-7.3,-0.9,-7.3,-4.7
CC(=O)Nc1ccccc1NS(=O)(=O)c1ccccc1[N+](=O)[O-],1.0,-5.2,-0.5,12.3,-3.2,9.6,-1.7,-12.2
COCC(=O)N1CCN(c2cccc(C(F)(F)F)c2)CC1,2.8,-4.9,0.4,11.9,-7.6,-4.2,-11.9,-5.9
CCOC(=O)C1CCCN(C(=O)CCCn2c(=O)c3cccn3c3cccnc32)C1 (stereo not drawn),12.2,3.4,-2.4,-15.5,-15.2,-13.9,-6.4,-6.7
Cc1cccc(C(=O)O/N=C(\N)Cc2cccc3ccccc23)c1,12.7,-1.7,0.8,1.2,17.5,-134.9,-9.4,-9.1
CC1CCN(c2cc(N3CCOCC3)c(F)cc2[N+](=O)[O-])CC1,9.0,1.7,3.0,30.0,-2.4,-21.2,-1.9,-1.9
CCn1nc(CCC(=O)O)c2ccccc2c1=O,-9.7,-5.9,-1.1,17.0,-5.0,-1.2,-3.1,3.2
COc1cc(CN2CCC(CO)(CCOc3ccccc3)CC2)cc(OC)c1OC,-1.0,0.3,1.3,3.5,-10.9,-35.3,-6.4,-11.8
CCOC(=O)C(C)Sc1ncnc2nc[nH]c12 (stereo not drawn),-16.7,-7.5,1.0,8.9,-5.4,0.6,-0.6,6.7
CC(C)CNS(=O)(=O)c1ccc(CCC(=O)Nc2ccc3c(c2)OCCO3)cc1,2.7,-2.8,1.6,17.1,-3.9,-1.3,-6.3,4.9
NS(=O)(=O)c1ccc(S(=O)(=O)N2CCCC2)cc1,0.6,-5.0,1.1,5.8,0.7,6.0,5.6,0.0
CCCC(=O)Nc1cc(OC)c(NC(=O)NC2CCCCC2)cc1OC,-1.2,6.0,-22.6,8.5,-4.2,-3.1,2.3,0.3
Cc1nn(-c2ccccc2)c2nc(C(F)F)cc(C(F)F)c12,-7.0,-3.5,-1.0,i,3.9,43.4,10.4,7.3
CN(Cc1nc2ccccc2c(=O)[nH]1)C(=O)c1cccc(S(=O)(=O)N2CCCCCC2)c1,-5.3,-3.8,1.5,12.0,3.0,2.2,3.1,-9.7
O=C(NCCOc1ccccc1)c1ccc2c(c1)OCO2,2.2,18.9,2.5,4.3,-1.5,3.8,49.9,68.6*
Cc1ccccc1-n1nc(C)c2cc(C(=O)N3CCN(S(=O)(=O)c4ccc(Cl)cc4)CC3)sc21,14.6,-0.6,0.0,14.5,-0.8,2.4,0.7,16.6
O=C1CC(N2CCCN(C3CC(=O)N(c4ccc(F)cc4)C3=O)CC2)C(=O)N1c1ccc(F)cc1 (stereo not drawn),-13.6,-6.8,0.7,12.5,-10.5,9.3,-2.0,-11.7
CN(Cc1ccccc1)Cc1nc2scc(-c3ccccc3)c2c(=O)[nH]1,20.3,-0.1,-17.9,-10.8,2.3,4.8,2.1,-1.8
Cc1occc1-c1n[nH]c(=S)n1CC(C)C,4.1,38.3,1.6,9.8,-4.9,1.6,3.4,3.6
CCOC(=O)C1CCN(C(=O)c2ccc(Cl)c(S(=O)(=O)N3CCCC3)c2)CC1,-4.5,-1.8,1.0,8.8,0.0,1.8,-0.3,-0.4
COc1ccc(NC(=O)CSc2nc3ccccc3c(=O)[nH]2)cc1S(N)(=O)=O,-11.5,-9.4,-2.8,-3.9,-1.4,3.9,-5.9,-5.9
O=C(Cn1nc(C(=O)O)c2ccccc2c1=O)c1cc(F)ccc1F,-19.8,-4.7,-1.3,18.9,3.8,0.1,5.2,5.7
COc1ccc(CCNC(=O)CS(=O)Cc2nc(-c3ccc(C)cc3)oc2C)cc1OC (stereo not drawn),-7.4,-4.5,0.7,-3.5,10.4,-6.1,-8.6,-9.3
COCC(C)NC(=O)c1cc2cccc([N+](=O)[O-])c2[nH]1 (stereo not drawn),-1.2,-6.7,-0.5,11.5,-7.9,-15.9,-16.6,-6.2
O=[N+]([O-])c1ccc(S(=O)(=O)NCC2COc3ccccc3O2)cc1 (stereo not drawn),3.1,-2.7,0.5,7.5,1.2,-6.2,-1.0,-6.6
Cc1onc(-c2ccccc2Cl)c1C(=O)Nc1cccc(-c2nc3ncccn3c2C)c1,-12.6,-8.9,-6.1,-307.0,8.9,29.8,4.9,1.9
Nc1cc(Cl)ccc1Oc1ccc2ccccc2c1,0.9,-6.5,1.4,10.7,-1.8,4.6,-7.0,2.6
O=C(NCc1ccc(F)cc1)c1ccccc1OCc1ccccc1,21.8,-5.8,-0.1,16.8,-5.8,-3.5,-8.1,-9.7
COc1ccc(-c2csc(NC(=O)CSCc3c(C)noc3C)n2)c(OC)c1,11.3,-6.2,-0.8,0.0,8.0,-2.3,-7.4,-6.8
COc1ccccc1NC(=O)CSCC(=O)N1c2ccccc2CCc2ccccc21,15.2,-6.3,0.1,6.6,-3.4,8.6,1.9,-7.9
O=C(C1=NN[C@@H]2C(=O)N(c3cccc(C(F)(F)F)c3)C(=O)[C@H]12)c1ccc2ccccc2n1,16.1,-0.5,-31.2,10.7,1.9,-21.3,-1.3,5.2
Cc1cc(C)n2nc(CC(=O)NC3CCCC(C)C3C)nc2n1 (stereo not drawn),-4.0,-6.0,2.1,8.0,-12.9,-12.6,-4.4,-8.7
CCN(CC(=O)NC1CCS(=O)(=O)C1)S(=O)(=O)c1c(C)c(C)cc(C)c1C (stereo not drawn),4.1,-5.2,2.5,7.6,-1.9,2.4,-4.9,-9.7
O=C(Nc1ccccc1F)c1ccc(C(=O)c2ccccc2)cc1,14.4,-6.5,-0.3,4.7,39.6,15.1,19.8,37.8
COc1cc(CO)c(OC)c([N+](=O)[O-])c1,-2.7,-2.1,1.9,14.2,-2.5,-3.2,1.8,-27.1
CSc1nc2cc(S(=O)(=O)N3CCOCC3)ccc2s1,-15.9,-2.3,0.4,14.5,0.3,2.8,2.5,2.6
COc1cccc(CNC(=O)CCNC(=O)Cn2ccc3ccccc3c2=O)c1,4.8,0.8,0.8,-19.0,9.2,4.3,-1.8,-21.6
O=c1[nH]c(=O)n(-c2ccc(F)cc2)c2c1C(C(F)(F)F)(C(F)(F)F)N=C(c1ccc(F)cc1)N2,0.5,-9.0,0.6,6.0,-8.1,-23.7,-8.1,-11.1
O=C1CCCCN1CCC(=O)N1CCCC(Nc2ccccc2)C1 (stereo not drawn),-2.0,1.3,1.3,8.2,4.1,-4.0,1.1,3.0
COc1ccc(/C=N\NC(=O)COc2ccc(C(C)(C)C)cc2)cc1Cn1nc(C)cc1C,11.5,-1.6,0.2,9.9,-1.9,-8.7,-2.9,-0.8
Cc1ccc(C)c(OCCNc2ncccc2[N+](=O)[O-])c1,-0.5,-8.2,-9.4,9.3,-4.8,5.5,-12.4,6.6
CC1(C(=O)CSc2n[nH]c(-c3ccccc3Cl)n2)CCC(=O)O1 (stereo not drawn),4.3,3.2,.,.,2.4,-5.6,-7.9,-22.5
O=C(O)CC(NC(=O)C12CC3CC(CC(C3)C1)C2)c1cccc(Cl)c1 (stereo not drawn),11.0,-1.5,1.5,9.8,-8.3,-2.1,-6.2,7.0
Cc1nn(C2CCS(=O)(=O)C2)c2nc(C3CC3)cc(C(=O)Nc3ccc(C(N)=O)cc3)c12 (stereo not drawn),15.5,-5.2,-2.1,-52.0,-8.9,-1.8,-10.0,-12.1
O=C(OCc1cccc(C(F)(F)F)c1)c1cc(S(=O)(=O)N2CCOCC2)ccc1F,24.8,-9.8,2.6,13.2,-3.7,-3.7,1.7,-14.1
COc1ccc(CNC(=O)C2CCN(S(=O)(=O)c3c(C)n[nH]c3C)CC2)cc1,3.7,-2.2,1.6,15.7,21.6,1.2,-1.9,1.2
CC1CCCCC12NC(=O)N(CC(=O)N1CCc3ccccc31)C2=O (stereo not drawn),-2.7,-4.0,-0.5,-5.3,3.0,1.1,-4.6,-6.9
CCOC(=O)C1(Cc2ccccc2C)CCCN(C(=O)CN2CCCCC2=O)C1 (stereo not drawn),-7.2,-4.0,-0.1,9.0,2.8,7.0,4.5,-4.8
CNC(=O)c1cc(S(=O)(=O)N2CC(C)OC(C)C2)ccc1N1CCOCC1 (stereo not drawn),0.2,0.5,2.0,4.8,-2.1,-7.2,9.8,-10.9
O=C(NCCN1CCOCC1)c1cccc(S(=O)(=O)Nc2cc(Cl)ccc2Cl)c1,0.5,-6.2,2.6,-0.7,-3.3,4.2,-4.9,-4.9
CCOc1ccccc1C(=O)Nc1cc(C(=O)NCCc2ccccc2)ccc1Cl,-3.5,-9.5,2.1,3.5,3.2,8.0,7.9,-5.9
CC(C)(C)NC(=O)CN(Cc1cccs1)C(=O)C1COc2ccccc2O1 (stereo not drawn),8.9,-3.0,-1.0,23.8,-5.2,5.8,4.4,-5.8
COc1ccc(CCn2c(=S)[nH]c3cc(C(=O)N4CCOCC4)ccc3c2=O)cc1OC,2.8,-5.2,1.2,-6.7,8.3,14.2,6.2,-11.1
Cc1ccc(-n2c([S-])c(C(=O)Nc3ccc(OC(F)F)cc3)[n+]3ccc(C(=O)NCCO)cc23)cc1C,6.9,-2.5,-36.7,-115.6,0.6,20.0,-0.9,0.7
